PPARg SRC-1 ag = PPARgamma-driven SRC-1 recruitment agonism. P37231. PPARgamma-SRC-1 coactivator recruitment biochemical assay. activation, % at 8 µM. 200,000 compounds, 0.41% hits. AID 631; in the data active = activation above about 19%;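 note: 0% = DMSO and 100% = reference agonist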
Target sequence (P37231 whole entry, looked up): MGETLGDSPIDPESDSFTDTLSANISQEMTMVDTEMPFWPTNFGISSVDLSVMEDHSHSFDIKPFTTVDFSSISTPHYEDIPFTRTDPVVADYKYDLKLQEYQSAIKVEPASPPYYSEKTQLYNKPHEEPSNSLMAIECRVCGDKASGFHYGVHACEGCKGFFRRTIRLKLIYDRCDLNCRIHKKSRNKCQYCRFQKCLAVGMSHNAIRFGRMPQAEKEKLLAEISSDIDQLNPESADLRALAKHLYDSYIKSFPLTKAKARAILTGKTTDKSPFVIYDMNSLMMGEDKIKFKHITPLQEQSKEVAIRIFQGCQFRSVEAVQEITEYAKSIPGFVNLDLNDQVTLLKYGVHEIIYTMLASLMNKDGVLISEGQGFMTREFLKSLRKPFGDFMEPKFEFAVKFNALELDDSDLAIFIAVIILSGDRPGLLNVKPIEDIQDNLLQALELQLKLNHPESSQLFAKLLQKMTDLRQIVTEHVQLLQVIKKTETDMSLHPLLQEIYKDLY
S1P3 antag = S1P3 (human) receptor antagonism; Q99500; CHO S1P3 NFAT-BLA reporter, FRET fluorescence, antagonist mode; inhibition, % at 4.98 µM; 170,000 compounds, 0.27% hits; AID 485;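 active = inhibition above the plate cutoff, the mean inhibition of test wells on that plate plus 3 SD, cut at about 28% in these data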;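 note: cells challenged with S1P at its EC80 of 0.8 µM; blue over green emission ratio from cleaved BLA substrate after 4 h stimulation; 0% = S1P-stimulated wells and 100% = unstimulated DMSO-only wells; some compounds past the cut are filed as inactive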
Target sequence (Q99500 whole entry, looked up): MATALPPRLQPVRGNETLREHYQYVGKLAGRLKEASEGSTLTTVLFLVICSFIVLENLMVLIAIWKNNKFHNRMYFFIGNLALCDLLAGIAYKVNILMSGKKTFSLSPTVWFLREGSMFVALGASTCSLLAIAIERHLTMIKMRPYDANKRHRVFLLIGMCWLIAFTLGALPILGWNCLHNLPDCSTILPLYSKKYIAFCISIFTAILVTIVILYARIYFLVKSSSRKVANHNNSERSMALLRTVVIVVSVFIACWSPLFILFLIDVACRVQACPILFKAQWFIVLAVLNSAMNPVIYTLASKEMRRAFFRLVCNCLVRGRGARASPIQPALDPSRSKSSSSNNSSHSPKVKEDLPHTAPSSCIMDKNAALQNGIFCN
Diaph inh CS = counter-screen for diaphorase-based assays: diaphorase inhibitors and chemical oxidizers; diaphorase resazurin-to-resorufin fluorescence, NADH, 16 min; bacterial (C. kluyveri) enzyme, not human; inhibition, % at 20 µM; 190,000 compounds, 0.69% hits;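 active = primary screen inhibition at 20 µM above a set limit, cut at about 50% in these data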;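 note: plate controls were DMSO with full reaction for no effect and wells lacking NADH for full effect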
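Detection: fluorescence of resorufin formed from resazurin, Ex 544/Em 590 nm; test system: Clostridium kluyveri diaphorase enzyme; amount: 0.14 U/mL diaphorase, enzyme working solution; times: 16-min room-temperature incubation before reading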
Diaph act CS = counter-screen for diaphorase-based assays: diaphorase activators and chemical reducers; AID 1229; 190,000 compounds, 0.005% hits; activation factor at 20 µM; Diaphorase/resazurin coupled assay, resorufin fluorescence, 16 min; hits give high values; 1 = vehicle wells, 0 = NADH-free wells;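 active = diaphorase activity raised at least twofold by the compound at 20 µM; inactive = activation factor below 2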
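Measured by – red resorufin fluorescence at 544/590 nm excitation/emission · Test system – Clostridium kluyveri diaphorase, purified enzyme · Incubation – reaction time 16 min, room temperature · Buffer or medium – 50 mM HEPES pH 7.4 with 4.542 mM MgCl2, 0.005% Tween 20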
PMI act = phosphomannose isomerase (human) activation | activation factor at 20 µM | purified human PMI, coupled resazurin fluorescence, 20 min; hits give high values; 1 = vehicle control, 0 substrate-free wells | 190,000 compounds, 0.005% hits;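 active = activation factor of 2 or more at 20 µM, relative to plate controls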
SRC2 TRFRET art = flags TR-FRET format artefacts in PPARgamma SRC-2 recruitment agonist screen; 200,000 compounds, 0.4% hits; TR-FRET artefact counter-screen; hits give high values; AID 1049; TR-FRET ratio at 8 µM; in the data active = TR-FRET ratio above about 2000; note: inactives centre near 1500; reference of the scale not given here
PPARg SRC-2 ag = promotes SRC-2 coactivator recruitment by human PPARgamma | P37231 | PPARgamma LBD-SRC-2 recruitment, biochemical | activation, % at 8 µM | 200,000 compounds, 0.34% hits | AID 1032; in the data active = activation above about 22%;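 note: 0% = vehicle and 100% = reference agonist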
PMI act satM6P = increases human PMI activity with near-saturating mannose 6-phosphate; P34949; activation factor at 20 µM; 190,000 compounds, 0.34% hits; coupled PMI enzyme assay, resazurin fluorescence, 20 min; hits give high values; 1 = untreated enzyme, 0 = substrate-free blank;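 active = activation factor of 2 or more at 20 µM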
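Material: human phosphomannose isomerase with PGI, G6PDH, diaphorase coupling enzymes. Quantity: 15 ng/mL PMI. Medium: HEPES pH 7.4 buffer with MgCl2 and Tween-20. Reagent: Near-saturating mannose-6-phosphate, 1.0 mM. Compound: 20 µM single dose. Times: enzyme reaction with compound 20 min at room temperature. Detection: resorufin fluorescence at Ex 544/Em 590 nm.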
G6PDH counter = counter-screen for G6PDH assay hits: L. mesenteroides G6PDH inhibition; Purified L. mesenteroides G6PDH, diaphorase/resazurin coupled fluorescence, 45 min; 200,000 compounds, 0.12% hits; AID 1020; inhibition, % at 5 µM; in the data active = inhibition above about 50%
PPARg SRC-3 ag = agonists of human PPARgamma SRC-3 coactivator recruitment | 200,000 compounds, 0.26% hits | P37231 | activation, % at 8 µM | biochemical PPARgamma/SRC-3 coactivator recruitment assay; in the data active = activation above about 23%;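 note: 0% = DMSO and 100% = reference agonist; some compounds past the cut are filed as inactive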
ROMK primary = modulators of human ROMK potassium channel. Tet-inducible ROMK, thallium flux fluorescence; actives lie on both sides. B-score at 10 µM. 130,000 compounds, 2% hits. AID 1918;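 active = signal ratio slope over the read window, or its plate-corrected B-score, at least 3 SD from the plate mean, either direction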;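 note: B-score of the F/F0 ratio slope over 7 to 12 s after thallium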
Active calls of the source: *; x = no result given.

SMILES	PPARg SRC-1 ag	S1P3 antag	Diaph inh CS	Diaph act CS	PMI act	SRC2 TRFRET art	PPARg SRC-2 ag	PMI act satM6P	G6PDH counter	PPARg SRC-3 ag	ROMK primary
CCOc1cc2[nH]c(=S)n(CCCC(=O)N3CCC4(CC3)OCCO4)c(=O)c2cc1OCC	-4	x	-8	1.1	1	1659	0	1.1	-11	3	x
OC1/C(=C/c2ccccc2F)N2CCC1CC2 (centres undefined)	1	-9	-29	1.3	1.2	1635	-7	1.2	10	2	-0.055
CCCNC(=O)c1c(N)n(CC2CCCO2)c2nc3ccccc3nc12 (centres undefined)	-5	-18	20	0.8	0.8	1603	-10	0.4	-3	-8	x
O=c1[nH]c2c(c(=O)n1C1CCCCC1)CCC2	7	11	6	0.9	0.9	1661	0	0.9	4	-8	-1.1
COc1ccc(C2(C#N)CC[N+](C)(C)CC2)cc1	2	x	14	0.9	0.9	1543	2	1	-7	-5	0.16
CC(C)c1ccc(N2C(=O)NC(=O)/C(=C/c3cnc(-c4ccccc4)nc3)C2=O)cc1	7	-15	9	0.9	1	1552	2	1.1	3	-1	x
Cc1ccccc1C1=NCC(=O)N(CC(=O)NCc2ccco2)c2sc3c(c21)CCCC3	4	-7	18	0.8	0.8	1648	-1	1	13	10	x
O=C(CN1CC(c2ccccc2)CC1=O)Nc1ccccc1 (centres undefined)	5	-12	-6	1.1	1.2	1463	4	1.1	1	3	x
O=C(Cn1nc(Cc2cccnc2)c2ccccc2c1=O)N1CCC2(CC1)OCCO2	-1	2	1	1	1	1616	5	1	-18	-6	x
CC1(C)CC(=O)C(C=NCCN2CCN(C(=O)Cc3ccc(F)cc3)CC2)=C(O)C1	-4	x	16	0.8	1.4	1551	5	1.4	3	1	-0.1
O=C(/C=C/c1ccccc1)c1c(O)n(CCc2ccccc2)c(=O)[nH]c1=O	-1	1	11	0.9	0.9	1568	0	0.9	6	5	x
CN1C(=O)C(=Cc2c(OCc3cnc(Cl)s3)ccc3ccccc23)C(=O)N(C)C1=O	-4	0	13	0.9	1	1482	4	1	-4	0	-1.1
Cc1cccc(C(=O)NC(Oc2ccccc2)C(Cl)(Cl)Cl)c1 (centres undefined)	-4	x	6	0.9	0.9	1635	2	0.9	10	4	x
O=C1NC(=O)N(Cc2ccccc2)C(=O)/C1=C\C=C\c1ccco1	14	-16	10	0.9	1.4	1519	9	1.7	6	4	-0.32
Cc1ccc(Cc2c(C)nc3nc(SCC(=O)N4CCC5(CC4)OCCO5)nn3c2C)cc1	5	x	10	0.9	1	1430	4	1.1	3	3	1
CCN1CCN(Cc2ccc(C)cc2)CC1	5	20	4	1	1.2	1530	7	1.1	9	-2	x
CN(C)C(=O)Oc1ccc(-c2nnco2)cc1	0	-19	2	1	1	1589	6	1	-3	2	x
COc1ccc(CCN(C)Cc2ccc(F)cc2F)cc1OC	3	x	-2	1	1.1	1538	15	1.1	1	7	1.3
CCc1ccc(CN2CCN(Cc3ccc(SC)cc3)CC2)cc1	-4	-4	14	0.9	1.1	1794	1	1.2	9	-3	x
CC(C)(C)NCC(O)c1cc(Cl)c(N)c(Cl)c1 (centres undefined)	7	5	13	0.9	1	1573	-1	1	14	2	x
CC1(c2ccc(Cl)cc2Cl)OCC(Cn2cncn2)O1 (centres undefined)	2	13	-9	1.1	1.2	1417	-1	1.2	12	0	1
O=C(c1ccccc1F)c1cn(CC(=O)N2CCOCC2)c2ccccc12	5	x	2	1	1.1	1647	6	1.1	19	4	x
CCOC(=O)C(O)(c1ccc(NC(=O)Oc2ccccc2)cc1)C(F)(F)F (centres undefined)	1	3	8	0.9	1.1	1512	4	1	0	1	x
O=c1c(C=NCCN2CCNCC2)c(O)n(C2CCCCC2)c(=O)n1C1CCCCC1	-4	x	-3	1	0.9	1433	8	0.9	-6	-3	-3.7*
Cc1cc(OCC(=O)O)c2c3c(c(=O)oc2c1)CCCC3	-2	-36	4	1	1.1	1562	13	1.1	-4	-1	x

Five compounds drawn at random from the list so far:
SMILES	PPARg SRC-1 ag	S1P3 antag	Diaph inh CS	Diaph act CS	PMI act	SRC2 TRFRET art	PPARg SRC-2 ag	PMI act satM6P	G6PDH counter	PPARg SRC-3 ag	ROMK primary
CC1(c2ccc(Cl)cc2Cl)OCC(Cn2cncn2)O1 (centres undefined)	2	13	-9	1.1	1.2	1417	-1	1.2	12	0	1
CCc1ccc(CN2CCN(Cc3ccc(SC)cc3)CC2)cc1	-4	-4	14	0.9	1.1	1794	1	1.2	9	-3	x
COc1ccc(C2(C#N)CC[N+](C)(C)CC2)cc1	2	x	14	0.9	0.9	1543	2	1	-7	-5	0.16
CN(C)C(=O)Oc1ccc(-c2nnco2)cc1	0	-19	2	1	1	1589	6	1	-3	2	x
CCN1CCN(Cc2ccc(C)cc2)CC1	5	20	4	1	1.2	1530	7	1.1	9	-2	x

By substructure, those above containing an aryl methoxy group.
SMILES	PPARg SRC-1 ag	S1P3 antag	Diaph inh CS	Diaph act CS	PMI act	SRC2 TRFRET art	PPARg SRC-2 ag	PMI act satM6P	G6PDH counter	PPARg SRC-3 ag	ROMK primary
COc1ccc(C2(C#N)CC[N+](C)(C)CC2)cc1	2	x	14	0.9	0.9	1543	2	1	-7	-5	0.16
COc1ccc(CCN(C)Cc2ccc(F)cc2F)cc1OC	3	x	-2	1	1.1	1538	15	1.1	1	7	1.3

(further entries)
SMILES	PPARg SRC-1 ag	S1P3 antag	Diaph inh CS	Diaph act CS	PMI act	SRC2 TRFRET art	PPARg SRC-2 ag	PMI act satM6P	G6PDH counter	PPARg SRC-3 ag	ROMK primary
C=CCN1C(=O)/C(=C/c2ccc(N3CCOCC3)o2)C(=O)NC1=S	-1	-2	15	0.8	1	1452	0	0.9	20	-2	x
O=c1[nH]c(=O)n(Cc2ccc(F)cc2)c(O)c1C=Nc1ccc(Cl)cc1	-3	-3	10	0.9	1	1600	-1	0.7	-1	5	0.2
C=CCN(CC=C)Cc1c[nH]c2ccccc12	0	-34	-5	1.1	1.1	1344	2	1	4	2	x
CCOC(=O)c1c(/N=C/c2c(O)n(-c3ccc(F)cc3)c(=S)[nH]c2=O)sc2c1CCCC2	-2	x	23	0.8	1.1	1369	-1	1.4	2	-4	0.39
O=C1NC(=O)C(Cc2cccs2)C(=O)N1	2	8	10	0.9	1	1674	6	1.1	-2	3	x
CC(C)(C)NC(=S)/N=C(\N)N[N+](=O)[O-]	5	-11	8	0.9	1.1	1607	5	1.1	-2	1	-0.018
CC(C)N(CC(O)c1cccc([N+](=O)[O-])c1)C(C)C (centres undefined)	-5	x	-15	1.1	1.2	1409	3	1.2	4	-6	-0.88
CCS(=O)(=O)N1CCCC(C(=O)N2CCC3(CC2)OCCO3)C1 (centres undefined)	-4	5	5	0.9	1.1	1875	9	1.1	3	2	0.61
CCCc1nc2ccccc2c(=O)n1-c1ccccc1OC	2	x	19	0.8	1	1548	-3	0.9	-2	-1	0.38
O=C(N/N=C/c1c(O)n(Cc2ccccc2)c(=O)[nH]c1=O)c1ccccc1	1	7	43	0.6	0.7	1716	1	1.1	3	-3	x
FC(F)(F)c1ccc(CN2CCNCC2)cc1	0	-15	2	1	1.4	1419	-2	1.1	11	1	-0.48
O=C1NC(=O)C(CCc2ccncc2)(CCc2ccncc2)C(=O)N1CCc1ccc(F)cc1	-2	-11	8	0.9	1	1604	4	1	3	3	0.0032
O=C(Nc1ccc(Cl)cc1)Nc1nccs1	0	x	11	0.9	0.9	1393	-4	1	3	2	x
CCOc1cccc(N2C(=O)CC(=O)NC2=O)c1	5	9	8	0.9	0.9	1386	-4	0.9	0	10	x
COc1ccc(C2SCC(=O)Nc3c2c(=O)[nH]n3C2CCCCCC2)cc1OC (centres undefined)	3	x	-4	1	1.1	1578	5	1.1	4	-1	x
CCN(CC)CCN=Cc1c(O)n(Cc2ccccc2)c(=O)[nH]c1=O	-2	-3	9	0.9	0.9	1389	-2	0.9	16	-2	-1
Nc1ccc(C(=O)N/N=C2/CN3CCC2CC3)cc1	-1	x	11	0.9	1	1666	5	1.1	6	2	0.21
CCCCOC(=O)C1=C(N)OC2=C(C(=O)CCC2)[C@]12C(=O)Nc1ccccc12	0	-14	5	0.9	1	1557	1	1	22	0	x
N#CCCn1cc(C=C2C(=O)NC(=O)NC2=O)c(-c2ccccc2)n1	3	1	10	0.9	1.1	1835	6	1.1	-6	2	-0.028
CN1CCCC(C(=O)c2ccccc2)C1 (centres undefined)	-13	x	11	0.9	1	1583	1	1	-2	-6	x
O=C(O)[C@H]1NC[C@H]2C[C@H]21	0	0	12	0.9	1	1653	6	1	-7	5	1.3
CC(C)CNC(=O)c1c(N)n(Cc2ccco2)c2nc3ccccc3nc12	2	x	31	0.7	1	1552	9	1.1	6	1	x
Cn1c(O)c(C=NC2CC(C)(C)NC(C)(C)C2)c(=O)n(C)c1=O	0	18	15	0.8	0.8	1303	-2	0.8	14	-4	x
C=CCn1c(O)c(C(C)=Nc2cc(OC)ccc2OC)c(=O)[nH]c1=O	-3	-4	13	0.9	0.8	1457	0	0.9	5	7	x

Compound profiles (already shown).
O=c1[nH]c(=O)n(Cc2ccc(F)cc2)c(O)c1C=Nc1ccc(Cl)cc1 reads PPARg SRC-1 ag: -3; S1P3 antag: -3; Diaph inh CS: 10; Diaph act CS: 0.9; PMI act: 1; SRC2 TRFRET art: 1600; PPARg SRC-2 ag: -1; PMI act satM6P: 0.7; G6PDH counter: -1; PPARg SRC-3 ag: 5; ROMK primary: 0.2
CCOc1cc2[nH]c(=S)n(CCCC(=O)N3CCC4(CC3)OCCO4)c(=O)c2cc1OCC reads PPARg SRC-1 ag: -4; S1P3 antag: x; Diaph inh CS: -8; Diaph act CS: 1.1; PMI act: 1; SRC2 TRFRET art: 1659; PPARg SRC-2 ag: 0; PMI act satM6P: 1.1; G6PDH counter: -11; PPARg SRC-3 ag: 3; ROMK primary: x

Individual results from the results shown:
Reading of `C=CCn1c(O)c(C(C)=Nc2cc(OC)ccc2OC)c(=O)[nH]c1=O` in PPARg SRC-2 ag: 0
Reading of `O=c1[nH]c(=O)n(Cc2ccc(F)cc2)c(O)c1C=Nc1ccc(Cl)cc1` in PPARg SRC-2 ag: -1

These rows are one share of the data (hit frequency here may not be typical).
